Bioassay records as filed in PubChem.
CF NFkB inh: cystic fibrosis NF-kB activation inhibition; KKLEB NF-kB-GFP reporter, PAF-induced, GFP fluorescence overnight; 0.86% of 360,000 active; inhibition, % at 5 µM; AID 588850;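 active = at least 50% inhibition at 5 µM, scaled per plate between neutral and stimulator controls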;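 also: PAF is a Pseudomonas aeruginosa culture filtrate used as stimulus; plate controls were PAF-stimulated DMSO wells for no effect and unstimulated DMSO wells for full effect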
C8 TRAIL sens: caspase-8 TRAIL sensitization; NB7+C8 cells + TRAIL, ATPlite viability luminescence; inhibition (viability loss, TRAIL sensitization), % at 10 µM; 1% of 360,000 active;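 active = compounds causing at least 50% loss of cell viability in the single-dose screen, relative to plate controls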
Shn3 3UTR inh: Schnurri-3 reporter inhibition in Clone20 osteoblasts. Clone20 osteoblast Shn3 3'UTR firefly luciferase, 24 h. inhibition, % at 12.5 µM. 0.52% of 360,000 active. AID 588674;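 active = mean inhibition of at least 75% with every replicate also reaching 75%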;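 also: 0% = median of neutral control wells and 100% = pilot-screen positive control compound; some compounds past the cut are filed as inactive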
HIF-2a block: inhibitors of HIF-2a | 786-0 RCC cells HIF-2a reporter, luciferase luminescence, overnight | inhibition, % at 18.8 µM | 0.72% of 360,000 active | AID 624352;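 active = inhibition of the luminescence signal of 40% or more relative to plate controls, in a single-dose primary screen at 18.75 µM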
KKLEB cytotox: reduces viability of KKLEB cystic fibrosis airway cells. AID 602141. KKLEB CF airway cells viability, ATPlite luminescence, overnight; stronger effect = lower value; cells stimulated with P. aeruginosa culture filtrate. activity change (cytotoxicity), % at 5 µM. 0.36% of 360,000 active;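 active = corrected activity change at or below -50% at 5 µM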
NR2E3 ag-1: agonists of human NR2E3 nuclear receptor; Q9Y5X4; AID 602229; CHO-S Gal4-NCOR/VP16-NR2E3 two-hybrid, luciferase; 0.35% of 360,000 active; inhibition of corepressor binding, % at 3.98 µM;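 active = inhibition above the mean of all tested compounds plus 3 SD, cut at about 70% in these data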;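 also: 0% = DMSO with NR2E3 transfected cells and 100% = cells lacking NR2E3 construct; higher means lower luciferase signal from less NR2E3 corepressor binding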
Target sequence (Q9Y5X4 whole entry, looked up, the tested form may be a part): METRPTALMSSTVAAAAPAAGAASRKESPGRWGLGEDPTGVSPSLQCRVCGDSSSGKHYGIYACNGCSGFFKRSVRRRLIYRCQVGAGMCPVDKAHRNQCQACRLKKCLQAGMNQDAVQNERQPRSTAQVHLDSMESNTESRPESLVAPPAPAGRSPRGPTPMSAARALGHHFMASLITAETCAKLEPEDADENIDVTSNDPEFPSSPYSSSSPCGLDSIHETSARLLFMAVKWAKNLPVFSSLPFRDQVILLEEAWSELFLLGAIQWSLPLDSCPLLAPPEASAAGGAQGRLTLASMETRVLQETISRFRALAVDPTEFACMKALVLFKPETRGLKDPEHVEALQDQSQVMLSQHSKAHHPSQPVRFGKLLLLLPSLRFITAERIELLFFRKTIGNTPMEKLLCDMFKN
NR2E3 ag-2: activates human photoreceptor nuclear receptor NR2E3; Q9Y5X4; GST-NR2E3/biotin-RetCOR TR-FRET, 1536-well; inhibition of corepressor binding, % at 4.78 µM; 0.12% of 320,000 active; AID 2300;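 active = percent inhibition above the cutoff of mean plus 3 SD of all tested compounds, set per screening campaign, cut at about 20% in these data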;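 also: 0% = DMSO wells and 100% = biotin wells as full block of FRET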
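System: GST-tagged NR2E3 plus biotinylated RetCOR corepressor; Buffer or medium: pH 7.5 Tris-based buffer; Probe or stimulus: RetCOR corepressor, biotinylated, 7 nM; Doses: compound at 4.8 µM, single dose; Schedule: 5 h incubation at 4 °C; Technique: time-resolved FRET; Evaluation: percent inhibition of TR-FRET ratio; Replication: one well per compound, singlicate testing.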
EBV LMP1 NFkB: Epstein-Barr LMP1 NF-kappaB reporter inhibition; LMP1-induced NF-kappaB luciferase reporter cells, luminescence; inhibition, % at 12.5 µM; 0.69% of 350,000 active; in the data active = inhibition above about 41%;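 also: 0% = neutral control wells and 100% = reference inhibitor control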
MITF TRPM1 inh: MITF TRPM1 promoter inhibition in SK-MEL-5 cells; SK-MEL-5 TRPM1 promoter luciferase, 24 h; inhibition, % at 12.5 µM; 0.83% of 330,000 active;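 active = mean inhibition across replicates of 60% or more, whatever share of single replicates reaches that level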; also: values of inactives mirror those of a sister screen read the other way
iPSC survival up: enhancers of human iPSC single-cell survival | hiPSC single-cell survival, ATPlite luminescence; 100% = ROCK inhibitor wells, 0% = DMSO | survival enhancement, % at 20 µM | 0.044% of 360,000 active | AID 602274; in the data active = survival enhancement above about 18%;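 also: cells exposed to compounds for 16 hours before the ATP read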
Peg3 prom inh: inhibitors of Peg3 promoter; HeLa PEG-Prom luciferase reporter, luminescence, overnight; inhibition, % at 20 µM; 1.7% of 360,000 active;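 active = inhibition of at least 50% at 20 µM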
* marks the source's active call; other numbers are inactive results; nt = not tested or not shown; & = joins results of further samples. Only part of the results is shown; rates above refer to the full screens.

entry	structure	EBV LMP1 NFkB	KKLEB cytotox	HIF-2a block	NR2E3 ag-1	iPSC survival up	NR2E3 ag-2
1	CCOC(=O)CC(=O)Nc1ncnc2c1C(c1ccccc1)c1c(ccc3ccccc13)O2 (stereo unspecified)	-14	-10	28	-13	2.3	nt
2	Cc1cccc2sc(N(CCN(C)C)C(=O)C3CCN(S(=O)(=O)c4cccs4)CC3)nc12	3	-14	-6	-8	0.1	-1
3	O=C1NC(Nc2nc3ccccc3s2)(C(F)(F)F)C(=O)N1C1CCCCC1 (stereo unspecified)	-18	1	-12	4	2.0	1
4	O=C(COc1ccccc1)N=C1SC2CS(=O)(=O)CC2N1c1ccccc1F (stereo unspecified)	-5	0	1	17	-0.2	-1
5	Cc1ccc(CNC(=O)c2ccc(Cn3nc(C)c(Cl)c3C)o2)cc1	2	5	6	6	-0.3	-1
6	CCN(CC)c1ccc(NC(=O)CCS(=O)(=O)c2ccc(Br)cc2)c(C)c1	2	-32	11	15	1.4	-12
7	C=CCN(CC=C)Cc1cc(=O)oc2ccccc12	nt	-6	2	-14	-0.2	nt
8	C=CCn1c2ccccc2c2nnc(SCC(=O)NC(C(=O)OC)C(C)C)nc21 (stereo unspecified)	0	4	4	-18	1.2	-1
9	CC12CCC(O)CC1=CCC1C2CCC2(C)C(c3ccn[nH]3)CCC12 (stereo unspecified)	2	-3	0	82*	-2.6	nt
10	Cc1ccc(S(=O)(=O)NCCN2CCN(S(=O)(=O)c3ccccc3Cl)CC2)cc1	7	-8	-7	15	-0.4	1

entry	Peg3 prom inh	MITF TRPM1 inh	Shn3 3UTR inh	CF NFkB inh	C8 TRAIL sens
1	14	7	-12	-44	12
2	-34	-6	-3	16	7
3	5	-1	-7	-1	-6
4	5	0	-19	-8	-20
5	-8	3	16	-9	0
6	15	6	18	12	9
7	2	nt	-11	10	-8
8	11	6	10	-11	-1
9	46	6	27	-5	-7
10	6	2	-1	18	-3

Continued.
entry	structure	EBV LMP1 NFkB	KKLEB cytotox	HIF-2a block	NR2E3 ag-1	iPSC survival up	NR2E3 ag-2
11	CSCC[C@H](N)C(=O)NC[C@H]1CC[C@H](C(=O)N[C@@H](Cc2ccccc2)C(=O)O)CC1	nt	1	10	-21	-0.7	2
12	COC1CCCN(Cc2cn(C)nc2-c2ccc(Oc3ccccc3)cc2)C1 (stereo unspecified)	4	-16	5	31	0.3	-1
13	Cc1cc(C)nc(Nc2ccc(Cl)cc2C)n1	-5	-3	-12	-18	0.0	nt
14	COc1ccccc1C1NC(=O)NC(C)=C1C(=O)OCc1ccccc1 (stereo unspecified)	0	-11	16	-13	-0.1	4
15	COc1ccc2cc(C(=O)N3CCCC(Nc4ccc(F)cc4)C3)n(C)c2c1 (stereo unspecified)	2	-8	1	-64	-0.4	2
16	COc1ccccc1CN1CCCCCC1	-4	2	8	10	2.0	2
17	COc1ccc2c(c1)CC/C(=C/c1cc(OC)c(OC)c(OC)c1)C2=O	-2	10	-6	18	0.9	2
18	O=C(Nc1ccc(Oc2ccc(Br)cc2)cc1)C1=CC=CN2CCS(=O)(=O)N=C12	3	-20	9	-5	-1.0	1
19	O=C1c2ccccc2C(=O)N1CCc1nc(-c2ccccn2)no1	-9	4	-56	-24	0.7	6
20	O=C(O)CCCCCN=C1CCc2ccccc2N1	-15	0	-20	-10	0.7	nt

entry	Peg3 prom inh	MITF TRPM1 inh	Shn3 3UTR inh	CF NFkB inh	C8 TRAIL sens
11	-5	-26	18	1	-13
12	7	-15	21	-41	-2
13	-11	-9	-6	10	3
14	23	7	13	17	5
15	26	5	-13	-3	0
16	4	-6	-24	4	4
17	-1	-3	-5	-5	3
18	2	-14	-15	17	-5
19	-26	-5	-44	-2	-11
20	5	9	-8&2	10	2

(next part)
entry	structure	EBV LMP1 NFkB	KKLEB cytotox	HIF-2a block	NR2E3 ag-1	iPSC survival up	NR2E3 ag-2
21	COc1ccc(C(=O)C2CCCN(C(=O)c3ccnn3C)C2)c(C)c1 (stereo unspecified)	3	-13	8	5	-0.4	-2
22	N#Cc1cccc(CN2CCC(=O)N([C@H](CO)Cc3ccccc3)CC2)c1	13	-3	2	4	-1.4	0
23	C[C@H]1CN=C(N(C)C)N1CCC1CCCCC1	-1	1	1	-21	0.1	5
24	CN(C)/C=C1\N=C(c2ccc3c(c2)OCO3)OC1=O	-18	5	-146	-96	-2.3	1
25	Cc1ccc(NC(=O)CC2SC(=NC3CCCCC3)NC2=O)cc1 (stereo unspecified)	0	-10	17	-3	0.8	-3
26	O=c1[nH][nH]c(C(F)(F)F)c1C=Nc1ccc(Cl)cc1	-10	5	12	-10	-1.6	3
27	CC1CCc2c(sc3ncnc(SCC(=O)Nc4ccc(C(=O)O)cc4)c23)C1 (stereo unspecified)	-2	-1	-3	-17	0.5	1
28	COc1ccccc1N1CCN(C(=O)CCC(=O)Nc2nnc(C(C)C)s2)CC1	5	-1	9	-7	-0.4	3
29	C[C@H]1C=C(C(=O)N2CCN(Cc3ccc4c(c3)OCO4)CC2)O[C@@H](OCc2ccc(CO)cc2)C1	8	6	-3	-11	4.5	2
30	Cc1cc(-c2ccccc2)nc(N/N=C/c2ccccc2)n1	-12	-18	-229	-86	-0.8	-2

entry	Peg3 prom inh	MITF TRPM1 inh	Shn3 3UTR inh	CF NFkB inh	C8 TRAIL sens
21	12	10	13	-2	-8
22	18	-4	-30	-4	3
23	-8	-4	21	-15	1
24	-143	-41	-49	-4	9
25	15	4	15	-2	0
26	4	1	2	2	9
27	-14	1	-1	12	11
28	6	0	-10	4	-7
29	-2	-2	-1	-14	-1
30	-320	-62	-82	-37	65*

Part of the list above in order of SMILES length, falling.
entry	structure	EBV LMP1 NFkB	KKLEB cytotox	HIF-2a block	NR2E3 ag-1	iPSC survival up	NR2E3 ag-2
1	CCOC(=O)CC(=O)Nc1ncnc2c1C(c1ccccc1)c1c(ccc3ccccc13)O2 (stereo unspecified)	-14	-10	28	-13	2.3	nt
8	C=CCn1c2ccccc2c2nnc(SCC(=O)NC(C(=O)OC)C(C)C)nc21 (stereo unspecified)	0	4	4	-18	1.2	-1
4	O=C(COc1ccccc1)N=C1SC2CS(=O)(=O)CC2N1c1ccccc1F (stereo unspecified)	-5	0	1	17	-0.2	-1
12	COC1CCCN(Cc2cn(C)nc2-c2ccc(Oc3ccccc3)cc2)C1 (stereo unspecified)	4	-16	5	31	0.3	-1
26	O=c1[nH][nH]c(C(F)(F)F)c1C=Nc1ccc(Cl)cc1	-10	5	12	-10	-1.6	3
19	O=C1c2ccccc2C(=O)N1CCc1nc(-c2ccccn2)no1	-9	4	-56	-24	0.7	6
24	CN(C)/C=C1\N=C(c2ccc3c(c2)OCO3)OC1=O	-18	5	-146	-96	-2.3	1
7	C=CCN(CC=C)Cc1cc(=O)oc2ccccc12	nt	-6	2	-14	-0.2	nt

entry	Peg3 prom inh	MITF TRPM1 inh	Shn3 3UTR inh	CF NFkB inh	C8 TRAIL sens
1	14	7	-12	-44	12
8	11	6	10	-11	-1
4	5	0	-19	-8	-20
12	7	-15	21	-41	-2
26	4	1	2	2	9
19	-26	-5	-44	-2	-11
24	-143	-41	-49	-4	9
7	2	nt	-11	10	-8

New compounds follow
entry	structure	EBV LMP1 NFkB	KKLEB cytotox	HIF-2a block	NR2E3 ag-1	iPSC survival up	NR2E3 ag-2
31	O=C1CC(=O)N(C2CCCCC2)C(=O)N1c1ccccc1S(=O)(=O)Oc1ccccc1	nt	-13	7	0	2.2	nt
32	O=NN(Cc1cccnc1)Cc1cccnc1	nt	4	1	9	-0.4	nt
33	O=C1NC(=O)C(=CC=Cc2ccccc2)S1	-32	-17	-214	-86	3.0	nt
34	CCOc1ccc(/C(O)=C2/C(=O)C(=O)N(CCOCCO)C2c2ccc(F)cc2)cc1 (stereo unspecified)	1	4	4	13	1.0	20*
35	Cc1nn(C(C)(C)C)c(N)c1-c1ccccc1	7	2	1	-22	1.2	1
36	Cc1ccc(NC(=O)CNCCCN2CCOCC2)cc1S(=O)(=O)N1CCCCC1	0	-7	12	-1	0.0	-6
37	CC(=O)c1c(N(C)C)ccnc1C(F)(F)F	25	3	5	10	0.6	2
38	N#Cc1cccc(OC(=O)C2CCN(C(=O)c3ccc(F)cc3)CC2)c1	35	3	20	1	6.1	nt
39	N#Cc1c(NC(=O)Cn2cnc3ccccc3c2=O)oc(-c2ccccc2)c1-c1ccccc1	-1	0	14	6	-1.3	3
40	O=C(Nc1c(F)cccc1F)C(c1ccccc1)c1ccccc1	nt	6	12	6	0.9	0

entry	Peg3 prom inh	MITF TRPM1 inh	Shn3 3UTR inh	CF NFkB inh	C8 TRAIL sens
31	2	nt	-11	-1	16
32	-6	nt	-5	-6	9
33	-198	nt	-27	-8	-2
34	4	1	0	-1	-8
35	-11	10	3	1	-4
36	-8	-11	-4	4	2
37	9	5	-4	-13	-2
38	-4	nt	-18	7	-4
39	11	3	12	3	-12
40	-10	nt	0	-10	-12

Continued:
entry	structure	EBV LMP1 NFkB	KKLEB cytotox	HIF-2a block	NR2E3 ag-1	iPSC survival up	NR2E3 ag-2
41	CC(C)N1CCC(=NNC(=O)c2ccc(Br)o2)CC1	-4	9	3	-42	1.0	-4
42	CCCC(=O)Nc1ccc(C(=O)n2ccc(C)n2)cc1	-4	0	6	-12	-0.2	5
43	CCCn1nc(C(=O)NNC(=O)c2ccc(OC(F)F)cc2)c2ccccc2c1=O	1	1	7	-22	5.0	nt
44	O=C(CN1C(=O)CCC1=O)NNc1ccc2ccccc2c1	-15	10	-60	31	0.5	-3
45	CCOC(=O)C1CCN(CC(=O)Nc2c(C(=O)OC)[nH]c3cccc(C)c23)CC1	6	2	6	10	-0.7	4
46	CC(=O)c1sc(NC(=O)c2ccc(Cn3cc(Br)cn3)o2)nc1C	-11	0	-22	-12	0.7	5
47	O=[N+]([O-])c1cc2c(cc1[N+](=O)[O-])OCCOCCOCCOCCO2	10	-3	11	0	-2.7	2
48	O=S(=O)(Nc1cccc(S(=O)(=O)N2CCOCC2)c1)c1ccc2c(c1)OCCO2	2	6	12	-3	-0.9	-1
49	C=CCOc1ccc(/C=C/C(=O)OCC(=O)N2CCN(C(C)=O)CC2)cc1	3	-14	-7	-9	-3.9	nt
50	O=S(=O)(CCc1nc2ccccc2o1)c1ccc(Cl)c(Cl)c1	3	5	9	-33	1.7	1
51	Cc1ccccc1-c1noc(-c2ccc(Cl)cc2)n1	-52	0	-266	-11	-1.4	0
52	Cc1ccc(NC2CCCN(C(=O)c3cn4cc(Cl)ccc4n3)C2)cc1C (stereo unspecified)	1	4	16	17	-0.1	0

entry	Peg3 prom inh	MITF TRPM1 inh	Shn3 3UTR inh	CF NFkB inh	C8 TRAIL sens
41	5	-7	8	-13	-2
42	-1	14	8	-8	0
43	-2	1	7	-16	14
44	-6	19	-14	-16	20
45	20	1	-18	-5	4
46	-2	-1	2	-35	0
47	19	3	3	-12	-5
48	2	4	-4	0	-3
49	-6	4	44	13	9
50	-10	11	-1	-2	-15
51	-245	-87	-97	-3	23
52	12	3	-5	-9	3
